S1P4 agonist = activates the human S1P4 receptor; O95977; S1P4-expressing cell line, agonist reporter assay; activation, % at 4.98 µM; 0.35% of 220,000 active; in the data active = activation above about 11%;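 note: 0% = DMSO vehicle and 100% = reference agonist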
NPY1 pot ag = potentiates or activates human NPY-Y1 receptor. 0.37% of 220,000 active. NPY-Y1 expressing cells, potentiator/agonist activation. activation, % at 3.6 µM. P25929; in the data active = activation above about 33%, passing the limit was not always enough;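 note: cells stimulated with NPY at EC10 then isoproterenol at EC100; 0% = low agonist plus stimulus and 100% = saturating agonist plus stimulus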
S1P4 antagonist = antagonists of human S1P4 receptor; O95977; inhibition, % at 4.98 µM; 0.26% of 220,000 active; S1P4-expressing cells, antagonist mode, reporter read-out; AID 1510; in the data active = inhibition above about 29%;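 note: 0% = wells stimulated with agonist and 100% = vehicle wells without agonist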
EP2 antag = inhibitors of human EP2 prostaglandin E2 receptor | P43116 | C6 glioma cells expressing human EP2, cAMP TR-FRET; cells stimulated with saturating PGE2 | inhibition, % at 25 µM | 0.52% of 260,000 active;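 active = percent inhibition above 40 after rounding to a whole number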;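 note: rat C6 glioma host cells with rolipram phosphodiesterase inhibitor present; the protocol text gives 20 µM as final concentration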
eIF4E-4G inh = eIF4E/eIF4G interaction inhibition in translation initiation | P63073+Q04637 | TR-FRET eIF4E-eIF4GI(517-606) binding, 2 h | inhibition, % at 21.7 µM | 0.37% of 220,000 active | AID 782;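 active = inhibition above about 30%, limit read from the data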;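 note: 0% = full FRET control wells and 100% = background wells lacking eIF4GI fragment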
NPY-Y1 antag = blocks the human neuropeptide Y Y1 receptor; 1% of 200,000 active; HEK293-CNG Y1 cells, membrane potential fluorescence; NPY at EC95, then isoproterenol; AID 1040; P25929; inhibition, % at 3.6 µM;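 active = inhibition above the campaign mean inhibition of all tested compounds plus 3 SD, cut at about 20% in these data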;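 note: 0% = DMSO wells given NPY plus isoproterenol and 100% = isoproterenol alone without NPY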
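material = HEK293 cells with Y1 receptor plus CNG channel | also added = NPY 25 nM then isoproterenol 1 µM plus Ro 20-1724 25 µM | schedule = dye 3 h, compound 60 min room temperature, stimulation 45 min | measured by = membrane potential fluorescence | benchmarks = high control isoproterenol alone, low control NPY with isoproterenol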
p97 inhibitor = inhibitors of human p97 ATPase. P55072. 0.42% of 220,000 active. recombinant p97 ATPase, Kinase-Glo ATP luminescence, 3 h. AID 1481. inhibition, % at 8 µM; in the data active = inhibition above about 15%;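 note: 0% = DMSO vehicle and 100% = wells lacking enzyme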
Target sequence (P55072 whole entry, looked up): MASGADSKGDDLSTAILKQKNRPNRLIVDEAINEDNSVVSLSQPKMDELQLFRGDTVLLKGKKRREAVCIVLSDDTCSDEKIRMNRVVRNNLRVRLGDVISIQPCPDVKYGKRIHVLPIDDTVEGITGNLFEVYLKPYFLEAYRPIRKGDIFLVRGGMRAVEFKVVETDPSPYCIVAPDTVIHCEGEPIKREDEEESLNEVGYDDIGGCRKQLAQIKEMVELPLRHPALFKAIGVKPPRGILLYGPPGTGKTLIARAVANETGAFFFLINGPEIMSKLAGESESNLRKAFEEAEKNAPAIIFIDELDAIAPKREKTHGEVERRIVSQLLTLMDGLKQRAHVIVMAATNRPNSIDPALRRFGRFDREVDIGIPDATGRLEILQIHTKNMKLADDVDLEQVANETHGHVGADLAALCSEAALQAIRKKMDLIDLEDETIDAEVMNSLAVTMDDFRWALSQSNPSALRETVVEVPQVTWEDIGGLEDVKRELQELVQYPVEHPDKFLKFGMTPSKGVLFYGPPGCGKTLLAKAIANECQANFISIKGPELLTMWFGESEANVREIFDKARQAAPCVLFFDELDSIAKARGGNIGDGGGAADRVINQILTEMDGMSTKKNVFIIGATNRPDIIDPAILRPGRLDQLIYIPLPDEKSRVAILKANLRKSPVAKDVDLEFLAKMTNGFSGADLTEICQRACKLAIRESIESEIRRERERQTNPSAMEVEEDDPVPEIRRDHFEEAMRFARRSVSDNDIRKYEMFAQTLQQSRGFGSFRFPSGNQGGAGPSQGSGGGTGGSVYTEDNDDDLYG
NPY-Y2 PAM-ag = potentiators or agonists of human neuropeptide Y receptor Y2; P49146; cells expressing NPY-Y2, potentiator/agonist read-out; activation, % at 3.6 µM; 0.45% of 220,000 active; AID 1359; in the data active = activation above about 27%;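 note: cells stimulated with NPY near EC25 plus isoproterenol at EC100; 0% = vehicle plus submaximal agonist and 100% = vehicle plus saturating agonist; some results beyond the cut were filed as inactive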
EP2 mod = EP2 receptor (human) modulation; P43116; EP2-expressing cells, cAMP HTRF FRET, PGE2 co-stimulation; induction, % at 25 µM; 0.83% of 260,000 active;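 active = compounds whose cAMP rise, as percent of the full-agonist control response, exceeds 60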;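 note: rat C6 glioma line stably carrying human EP2 under a CMV promoter; the protocol text gives 20 µM as final concentration; 100% = response of wells given 1 µM PGE2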
* hit, by the source's call; nt = not tested or not shown; & = joins results of further samples; [ ] = another dose, or the depositor's remark. Not all compounds are listed; rates above refer to the full screens.

SMILES	S1P4 agonist	NPY1 pot ag	S1P4 antagonist	EP2 antag	eIF4E-4G inh	NPY-Y1 antag	p97 inhibitor	NPY-Y2 PAM-ag	EP2 mod
Cc1nn(C)c(C(=O)N/N=C/c2ccc(C(F)(F)F)cc2)c1[N+](=O)[O-]	1.6	-16.0	-1.6	9.7	-2.3	2.8	2.6	2.9	0.7
CCC1(C(=O)c2ccccc2)C2c3cc(Br)ccc3OC(=O)C21C(=O)N1CCOCC1 (configuration not stated)	-3.3	4.0	-20.9	-2.5	8.3	7.4	-3.6	-6.8	-18.2
CC1(C)CC(=O)C=C(NCCN2CCN(C(=S)NC3CCCCC3)CC2)C1	-0.1	9.8	-0.8	3.1	-2.6	nt	6.4	-2.9	19.1
O=C(/C=C/c1cccs1)c1ccc(Br)cc1	0.7	-18.8	-7.8	6.9	nt	8.4	-3.9	-4.9	nt
CC(C)OC(=O)CC12CN3CN(C1)CC(CC(=O)OC(C)C)(C3)C2=O	0.1	-20.4	2.5	9.4	0.1	3.3	2.6	3.8	15.9
CSc1ccccc1NC(=S)Nc1ccc(S(N)(=O)=O)cc1	-0.9	-1.8	4.6	0.1	-4.6	-2.1	2.7	8.1	-12.5
CC(C)C(=O)NNS(=O)(=O)c1ccccc1	-0.1	-10.0	-13.2	8.9	2.4	0.7	0.9	-0.8	14.3
Cc1ccc(C(=O)N/C(=C\C=C\c2ccccc2)C(=O)NCc2ccco2)cc1	0.6	-26.6	-24.4	7.0	5.8	-3.8	5.9	-8.5	-10.4
Cc1cccc(Cl)c1NC(=O)N1CCCN(c2nc3ccc(Cl)cc3s2)CC1	2.6	18.1	2.7	12.6	-0.5	nt	3.1	45.5*	-22.6
COC(=O)c1ccccc1NC(=O)CSc1ccc(C)cc1	-0.5	-40.1	2.1	4.0	5.3	12.8	-1.7	-13.4	33.3
O=C1CC(=O)c2c1cccc2[N+](=O)[O-]	0.5	27.9	-4.1	9.0	28.9	nt	17.4*	-6.5	-54.8
O=C1CCC(C(=O)N2CCC(CO)(Cc3ccc(Cl)cc3)CC2)=NN1	0.6	5.4	-5.3	11.9	-0.9	0.0	0.1	8.9	22.4
O=C(Nc1ccc(S(=O)(=O)Nc2ncccn2)cc1)c1ccc(N2CCCC2=O)cc1	-0.5	8.0	-13.0	5.1	-3.3	nt	6.1	-4.5	13.2
CN(C1CCCCC1)S(=O)(=O)c1ccc(NC(=O)Cn2nc(-c3ccc(F)cc3)ccc2=O)cc1	0.2	-8.6	-1.2	11.4	-1.1	1.3	4.9	3.7	-44.4
COc1ccc(OC)c(/C=N/Nc2nncn2/N=C/c2cc(OC)ccc2OC)c1	-0.7	-30.7	3.5	28.6	1.6	3.9	-2.2	-4.3	-95.3
CCc1ccccc1NC(=S)N(CCCN1CCN(C)CC1)Cc1cccs1	-1.4	17.7	-2.2	2.3	-2.4	2.6	3.5	0.7	-17.4
CCS(=O)(=O)c1ccc2c(c1)N(S(=O)(=O)c1ccc(OC)cc1)CC(C(=O)O)O2 (configuration not stated)	-3.8	4.9	-12.0	7.0	3.2	-0.2	-0.3	0.8	24.0
NC(=O)NC(Cc1ccccc1)C(=O)NCC1(N2CCCCC2)CCCCC1 (configuration not stated)	0.8	1.9	6.2	8.1	5.6	6.7	10.8	19.1	8.8
CN1CCN(C(=O)c2ccc(CS(=O)(=O)c3c(Cl)cccc3Cl)o2)CC1	1.0	16.7	-11.5	10.8	-1.5	-1.3	0.3	-5.2	9.5
CN1CCN(C(=S)Nc2ccccc2Cl)CC1	1.8	6.1	-6.6	8.4	-11.2[fluorescence artefact?]	4.1	-1.4	-2.6	23.1
CCc1nnc(NC(=O)CSc2nnc(CCc3nc4ccccc4[nH]3)n2C)s1	-2.7	-1.7	8.8	4.6	-3.9[fluorescence artefact?]	3.8	6.2	2.0	18.5
CN1CCNC(=O)C1CC(=O)NCCC1=CCCCC1 (configuration not stated)	1.0	16.6	-4.7	11.8	2.3	1.2	6.8	-6.2	-25.8
CN(C)c1ccc(C(=O)C(O)c2ccc(C(C)(C)C)cc2)cc1 (configuration not stated)	-0.4	-17.0	4.7	1.1	-6.8	-0.6	5.6	15.2	-4.7
Cc1cc(SCC(=O)O)nc2ccccc12	1.8&-1.4	-13.3&-4.7	-2.7&2.9	5.2&11.2	5.9&0.6	4.6	7.7&3.9	-11.5&0.0	-11.3&13.2
Cc1nnc(SCC(=O)NCc2cccs2)n1-c1ccccc1	-0.3	-3.1	-6.8	5.4	12.7	6.9	-3.1	-0.6	-3.8
O=C(COc1ccc(Cl)cc1Cl)NC(=S)N1CCCc2ccccc21	0.7	8.8	-3.7	22.1	1.0	10.0	3.2	-5.2	7.1
Cc1ccc(CCNC(=O)C2CCC(CNc3c(N4CCC(C)CC4)c(=O)c3=O)CC2)cc1 (configuration not stated)	3.1	-25.1	-0.1	10.1	0.8	0.9	3.7	-5.8	25.7
Cc1oncc1-c1csc(-c2ccccc2Cl)n1	1.8	-11.7	-7.0	6.8	-0.5	12.3	0.5	-2.7	68.8*

Part of the list above with just NPY-Y1 antag:
smiles,NPY-Y1 antag
O=C(/C=C/c1cccs1)c1ccc(Br)cc1,8.4
CC(C)OC(=O)CC12CN3CN(C1)CC(CC(=O)OC(C)C)(C3)C2=O,3.3

Complete entries, quoted from the list.
Entry for CCc1ccccc1NC(=S)N(CCCN1CCN(C)CC1)Cc1cccs1 → S1P4 agonist = -1.4; NPY1 pot ag = 17.7; S1P4 antagonist = -2.2; EP2 antag = 2.3; eIF4E-4G inh = -2.4; NPY-Y1 antag = 2.6; p97 inhibitor = 3.5; NPY-Y2 PAM-ag = 0.7; EP2 mod = -17.4
Entry for CN(C1CCCCC1)S(=O)(=O)c1ccc(NC(=O)Cn2nc(-c3ccc(F)cc3)ccc2=O)cc1 → S1P4 agonist = 0.2; NPY1 pot ag = -8.6; S1P4 antagonist = -1.2; EP2 antag = 11.4; eIF4E-4G inh = -1.1; NPY-Y1 antag = 1.3; p97 inhibitor = 4.9; NPY-Y2 PAM-ag = 3.7; EP2 mod = -44.4

Entries listed above marked active in NPY-Y2 PAM-ag:
Structure	S1P4 agonist	NPY1 pot ag	S1P4 antagonist	eIF4E-4G inh	NPY-Y1 antag	p97 inhibitor	NPY-Y2 PAM-ag	EP2 mod
Cc1cccc(Cl)c1NC(=O)N1CCCN(c2nc3ccc(Cl)cc3s2)CC1	2.6	18.1	2.7	-0.5	nt	3.1	45.5*	-22.6
